# HCMV antiviral = qHTS Assay for inhibitors of the human cytomegalovirus (HCMV). HFF cells, HCMV-luciferase reporter, 72 h; active compounds read low. activity change, negative = inhibition, % at 57.5 µM. 410,000 tested, 4.5% active; in the data active means activity change below about -60%; inconclusive means no clear call, values can overlap the other calls; inactive means above about -39%
#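 Inhibition of viral replication was scored as loss of reporter luminescence in HFFs infected with HCMV-luciferase (MOI 1 PFU/cell) for 72 h; compounds tested at 2 doses, normalized to buffer and Salinomycin controls.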
# AmpC no deterg = qHTS Inhibitors of AmpC Beta-Lactamase (assay without detergent); P00811; AmpC nitrocefin hydrolysis, absorbance 480 nm, 0.0001% Triton; Potency, µM (highest dose often 57.1 µM), without a hit: at the top dose activity change, negative = inhibition, hits mostly inhibitors; 330,000 tested, 0.52% active; AID 485341, 2010;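 further: potency means the concentration at half of the fitted maximal effect; plate controls were no compound for no effect and no enzyme for full effect; nearly all actives have a fitted effect of over 20% in size; some results filed as inactive show a strong effect at the top dose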
# Target sequence (P00811 whole entry, looked up): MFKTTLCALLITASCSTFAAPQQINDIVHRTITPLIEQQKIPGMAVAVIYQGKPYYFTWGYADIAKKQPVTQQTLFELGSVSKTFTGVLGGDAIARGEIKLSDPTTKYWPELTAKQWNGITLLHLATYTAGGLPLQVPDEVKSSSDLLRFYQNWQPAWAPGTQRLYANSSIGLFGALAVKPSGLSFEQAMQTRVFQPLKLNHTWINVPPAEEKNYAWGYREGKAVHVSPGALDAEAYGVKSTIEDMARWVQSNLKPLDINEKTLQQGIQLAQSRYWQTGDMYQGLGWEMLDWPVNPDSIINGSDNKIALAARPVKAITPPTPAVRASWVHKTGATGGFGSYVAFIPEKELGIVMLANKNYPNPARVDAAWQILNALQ
#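 20 mM phosphate pH 7.0 + 0.01% (detergent screen) or 0.0001% Triton X-100; 5.3 nM AmpC reagent; cpd preinc 15 min RT; nitrocefin (800 uM stock) to start; A480 q20 s × 4 min; Activity was normalised to no-enzyme and no-compound control wells.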
# LmPK inhibitor = qHTS Assay for Inhibitors of Leishmania Mexicana Pyruvate Kinase (LmPK); Q27686; purified LmPK, Kinase-Glo ATP luminescence, 1 h; Potency, µM (titrated, usually from 57.5 µM), inactives show at the top dose activity change, negative = inhibition, most hits filed as inhibitors; 290,000 tested, 0.37% active; AID 1721, 2009; further: potency means the concentration at half of the fitted maximal effect
# Target sequence (Q27686 whole entry, looked up): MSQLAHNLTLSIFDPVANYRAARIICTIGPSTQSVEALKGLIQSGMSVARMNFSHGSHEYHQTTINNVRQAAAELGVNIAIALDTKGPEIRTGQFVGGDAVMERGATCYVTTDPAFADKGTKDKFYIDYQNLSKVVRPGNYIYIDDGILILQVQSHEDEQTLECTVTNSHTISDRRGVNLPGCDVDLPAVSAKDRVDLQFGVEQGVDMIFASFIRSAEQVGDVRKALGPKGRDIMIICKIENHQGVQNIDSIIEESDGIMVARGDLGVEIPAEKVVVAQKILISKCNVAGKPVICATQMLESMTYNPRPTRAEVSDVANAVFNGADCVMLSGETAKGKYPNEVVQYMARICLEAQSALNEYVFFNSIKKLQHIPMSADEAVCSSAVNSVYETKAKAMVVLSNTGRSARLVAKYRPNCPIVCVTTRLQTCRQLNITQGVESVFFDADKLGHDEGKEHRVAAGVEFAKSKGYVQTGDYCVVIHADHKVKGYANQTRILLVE
#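 Screened at intermediate enzyme activity to detect both inhibitors and activators: LmPK at 0.1 nM, with a 0.5 nM enzyme column as activation reference. PEP 0.5 mM, ADP 0.1 mM; ATP detected by luminescence after 1 h.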
# Tb PYK inh = qHTS of Trypanosoma Brucei Inhibitors; 410,000 tested, 0.12% active; TbPYK enzyme, Kinase-Glo Plus ATP luminescence, 45 min; Potency, µM (top dose mostly 76.8 µM), inactives show at the highest dose activity, negative = inhibition, usual class: inhibitors; AID 624173, 2012; further: potency means the concentration at half of the fitted maximal effect; nearly all actives have a fitted effect of over 50% in size
#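 T. brucei PYK with substrate was exposed to pin-transferred compounds across a concentration series, then started with 130 uM ADP (final). After 45 min at room temperature, Kinase-Glo Plus luminescence was read, normalized and curve-fitted.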
# HCV inhibitor = qHTS Assay for Inhibitors of Hepatitis C Virus (HCV). Huh7.5.1 HCVcc-Cre infection, luciferase reporter, 44 h. Potency, µM (doses to about 41.8 µM), for the others: at the top dose activity change, negative = inhibition, usual class: inhibitors. 340,000 tested, 3.4% active; further: potency means the concentration at half of the fitted maximal effect
#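 Seed cells (1,000/well) for 4 h; treat with compound and infect with HCVcc-Cre, moi about 0.5. Incubate 44 h, then detect luciferase activity.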
# AmpC inh detg = qHTS Inhibitors of AmpC Beta-Lactamase (assay with detergent); Potency, µM (doses to about 114 µM), inactives show at the top dose activity change, negative = inhibition, most hits filed as inhibitors; AmpC hydrolysis of nitrocefin, absorbance 480 nm, 0.01% Triton; P00811; 370,000 tested, 0.041% active;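 further: potency means the concentration at half of the fitted maximal effect; 0% = no-compound wells and -100% = no-enzyme wells; nearly all actives have a fitted effect of over 25% in size; some results filed as inactive show a strong effect at the top dose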
#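 20 mM phosphate pH 7.0 + 0.01% (detergent screen) or 0.0001% Triton X-100; 5.3 nM AmpC reagent; cpd preinc 15 min RT; nitrocefin (800 uM stock) to start; A480 q20 s × 4 min; Activity was normalised to no-enzyme and no-compound control wells.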
# AMA1-RON2 inh = qHTS for Inhibitors of AMA1-RON; Towards Development of Antimalarial Drug Lead: Primary Screen | Plasmodium falciparum AMA1 (3D7) - RON2 peptide interaction | 360,000 tested, 0.2% active | AlphaScreen AMA1-biotinylated RON2 peptide binding | Potency, µM (titrated, usually from 58.2 µM), for inactives: at the highest dose activity change, negative = inhibition, actives largely listed as inhibitors | AID 720542, 2013;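 further: potency means the concentration at half of the fitted maximal effect; 0% = vehicle wells and -100% = peptide control; nearly all actives have a fitted effect of over 45% in size; some results filed as inactive show a strong effect at the top dose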
#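 AMA1 (3D7) with his tag at 25 nM final met compounds first, then biotinylated RON2 peptide at 25 nM; detection used donor plus acceptor beads, 10 µg/mL apiece, read by AlphaScreen after 30 min at room temperature.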
# * hit, by the source's call; ? = inconclusive; . = not tested or not shown; & = joins results of further samples; [ ] = remark or other dose. Unless noted, the call rests on the fitted dose curve; in most records, active means well fitted curve in the direction sought with a large enough effect; inconclusive means small, poorly fitted or top-dose-only effect, or another doubt; inactive means no such curve, though single readings can be large; an effect the other way counts as inactive or inconclusive. Unless noted, on the % scale 0 is the no-effect control and ±100 the full control effect. Not a hit list, and some 7.5% of all compounds hit somewhere here.
# Short keys: A = HCMV antiviral; B = AmpC no deterg; C = LmPK inhibitor; D = Tb PYK inh; E = HCV inhibitor; F = AmpC inh detg; G = AMA1-RON2 inh
CCOCCCNC(=O)c1c[nH]c2ccc(S(=O)(=O)N(C)c3ccc(Cl)cc3F)cc2c1=O
  A = -21; B = .; C = .; D = 3%; E = .; F = 1%; G = .

Cc1ccc(C)c(S(=O)(=O)N2CCN(C(=O)CCc3nc4ccccc4c(=O)[nH]3)CC2)c1
  A = 6; B = 49%; C = .; D = 0%; E = ?; F = -13%; G = -3%

CCOC(=O)Cn1nc(C)c(NC(=O)COc2cccc(Cl)c2)c1C
  A = 2; B = 13%; C = 13%; D = -12%; E = 14%; F = -8%; G = 5%

CN(C(=O)c1cccc(NC(=O)Cc2ccc(NC(=O)C3CCN(C(=O)C4CCCCC4)CC3)cc2)c1)C1CCC1
  A = 11; B = .; C = .; D = -5%; E = -11%[8.37 µM]; F = .; G = -19%

Cc1cc(NC(=O)COc2ccccc2)ccc1Cl
  A = 4; B = -31%; C = -2%; D = -1%; E = 3%; F = -1%; G = 22%

O=C(c1cccs1)N(Cc1ccc(Cl)cc1)C1CCS(=O)(=O)C1 (stereo not drawn)
  A = -35; B = 19%; C = 3%; D = -4%; E = 17%; F = -7%; G = 9%

O=S(=O)(NCc1ccccn1)c1ccc2ccccc2c1
  A = -3; B = -31%; C = 3%; D = 3%; E = -8%; F = ?; G = 61%[activator]

COc1ccc(CCNC(=O)CSc2nnnn2-c2ccccc2OC)cc1OC
  A = -28; B = ?; C = 3%; D = -2%; E = ?; F = -7%; G = -4%

COCCSc1nc2c(c(=O)[nH]c(=O)n2C)n1CCCc1ccccc1
  A = 1; B = 23%; C = -6%; D = -18%; E = ?; F = -3%; G = 27%

CCNc1nc(NC(C)C)nc(N(C#N)CCOc2ccccc2)n1
  A = 54; B = 0%; C = 4%; D = 2%; E = 22µM*; F = 2%; G = -17%

Cc1ccc(C2NC(c3ccc(C)cc3)C(C)C(=O)C2C)cc1 (stereo not drawn)
  A = 5; B = -7%; C = -1%; D = 1%; E = -6%; F = 5%; G = 0%

Cc1cc(Cl)ccc1OCC(=O)O
  A = ?; B = 153%[activator]; C = 1%; D = 3%; E = 8%; F = -10%; G = 2%

COC(=O)c1[nH]c(C)c(/C(O)=C2\C(=O)C(=O)N(CCCN3CCOCC3)C2c2ccccn2)c1C (stereo not drawn)
  A = 22; B = 3%; C = 0%; D = -11%; E = -4%; F = 6%; G = 21%

O=C(CN1CCC(C(=O)c2cccc(Cl)c2)CC1)Nc1cccc(C(=O)O)c1
  A = -31; B = -38%; C = -3%; D = 3%; E = -4%; F = -4%; G = 4%

O=C(CSc1n[nH]c(=O)n1-c1cccnc1)N1CCOCC1
  A = 29; B = 18%; C = -7%; D = 0%; E = 6%; F = 1%; G = 5%

COc1ccc(S(=O)(=O)N2CCOC2CNC(=O)C(=O)NCc2ccccc2OC)cc1 (stereo not drawn)
  A = -23; B = 26%; C = 0%; D = 6%; E = ?; F = ?; G = -16%

Cc1cccc(CN2CCN(Cc3cnn(-c4ccccc4F)c3)CC2CCO)n1 (stereo not drawn)
  A = 0; B = 46%; C = -5%; D = 3%; E = 4%; F = -7%; G = 27%

COc1ccc(OC)c(NC(=O)c2cc(-c3cc(F)ccc3OCC3CCCO3)n[nH]2)c1 (stereo not drawn)
  A = 3; B = .; C = .; D = -2%; E = .; F = .; G = -23%

CN(Cc1cccc(F)c1)CC(O)COCc1ccccc1Cl (stereo not drawn)
  A = 12; B = -8%; C = 5%[11.5 µM]; D = 14%; E = 10%; F = 7%; G = -28%

COc1cccc(NC(=O)N(CCCN2CCOCC2)C(C)c2cc3cccc(OC)c3o2)c1 (stereo not drawn)
  A = 47; B = 138%[activator]; C = 3%; D = -7%; E = -20%&-8%; F = -3%; G = -1%

CCOC(=O)c1c(S(=O)(=O)N2CCC(C(=O)Nc3cccc(C)n3)CC2)c(C)n(C)c1C
  A = 9; B = .; C = .; D = 3%; E = .; F = 8%; G = .

Cc1noc(C)c1COc1ccc(C(=O)OCc2nnc(-c3ccc(Cl)cc3)o2)cc1
  A = -9; B = 27%; C = 6%; D = -4%; E = -1%; F = ?; G = 56%[activator]

CC1CCCCN1C(=O)CN1C(=O)c2ccccc2S1(=O)=O (stereo not drawn)
  A = -9; B = -5%; C = .; D = -7%; E = 3%; F = 4%; G = 17%

Cc1ccc(NC(=O)c2sc3nc(-c4cccs4)ccc3c2N)cc1F
  A = -29; B = .; C = .; D = -5%; E = .; F = -1%; G = .

CC(C)=CCc1c2c(c3occ(-c4ccc(O)cc4)c(=O)c3c1O)C=CC(C)(C)O2
  A = -106*; B = 16µM*; C = 7%; D = -5%; E = ?; F = -1%; G = 0%

# For reference, some entries already given.
# Short keys: A = HCMV antiviral; B = AmpC no deterg; C = LmPK inhibitor; D = Tb PYK inh; E = HCV inhibitor; F = AmpC inh detg; G = AMA1-RON2 inh
CC1CCCCN1C(=O)CN1C(=O)c2ccccc2S1(=O)=O (stereo not drawn)
  A = -9; B = -5%; C = .; D = -7%; E = 3%; F = 4%; G = 17%

Cc1ccc(NC(=O)c2sc3nc(-c4cccs4)ccc3c2N)cc1F
  A = -29; B = .; C = .; D = -5%; E = .; F = -1%; G = .

CC(C)=CCc1c2c(c3occ(-c4ccc(O)cc4)c(=O)c3c1O)C=CC(C)(C)O2
  A = -106*; B = 16µM*; C = 7%; D = -5%; E = ?; F = -1%; G = 0%

# By substructure: the compounds so far with a thiophene ring, fused or not (2)
# Short keys: A = HCMV antiviral; B = AmpC no deterg; C = LmPK inhibitor; D = Tb PYK inh; E = HCV inhibitor; F = AmpC inh detg; G = AMA1-RON2 inh
O=C(c1cccs1)N(Cc1ccc(Cl)cc1)C1CCS(=O)(=O)C1 (stereo not drawn)
  A = -35; B = 19%; C = 3%; D = -4%; E = 17%; F = -7%; G = 9%

Cc1ccc(NC(=O)c2sc3nc(-c4cccs4)ccc3c2N)cc1F
  A = -29; B = .; C = .; D = -5%; E = .; F = -1%; G = .

# Other compounds.
# Short keys: A = HCMV antiviral; B = AmpC no deterg; C = LmPK inhibitor; D = Tb PYK inh; E = HCV inhibitor; F = AmpC inh detg; G = AMA1-RON2 inh
COc1ccc(N2CCC(CNC(=S)Nc3c(C)cccc3C)C2)cc1 (stereo not drawn)
  A = 0; B = -11%; C = 4%; D = -27%; E = ?; F = 1%; G = -28%

CN(CC(=O)NCc1ccccc1)Cc1cccc(F)c1
  A = 26; B = -8%; C = -14%; D = 2%; E = 27%; F = -2%; G = ?

Cc1ccc(CC(=O)N2CCN(c3ccccn3)CC2)cc1
  A = -10; B = 14%; C = 0%; D = 0%; E = 5%; F = ?; G = -18%

COc1cccc(C(=O)NNC(=O)c2ccccc2Br)c1
  A = 5; B = -26%; C = -5%; D = 2%; E = 17%; F = 1%; G = 30%[activator]

Cc1occc1C(=O)N/N=C/C1=C(N2CCOCC2)C(=C/c2ccc(Cl)cc2Cl)/CC1
  A = -24; B = .; C = .; D = -2%; E = ?; F = .; G = -6%

COc1cc(-c2nc3n(n2)C(c2ccc(F)cc2)C(C(N)=O)=C(C)N3)cc(OC)c1OC (stereo not drawn)
  A = 3; B = .; C = .; D = 2%; E = .; F = 11%; G = .

O=C(Nc1ccc2c(c1)OCO2)c1csc([C@@H]2O[C@H](CO)[C@H](O)[C@H](O)[C@H]2O)n1
  A = 5; B = .; C = .; D = 0%; E = .; F = .; G = 12%

CN(Cc1ccccc1)C(=O)C1CCN(S(=O)(=O)c2cc([N+](=O)[O-])ccc2Cl)CC1
  A = -38; B = -4%; C = -3%; D = 1%; E = -20%; F = -2%; G = 0%

CCCCC(=O)N/N=C(\C)CC(=O)Nc1cc(Cl)ccc1OC
  A = 36; B = 96%[activator]; C = 1%; D = 0%; E = -20%; F = -10%; G = 35%[activator]

C/C(=N\NC(=S)Nc1cccc(C)c1)c1ccccc1
  A = 1; B = -47%; C = 2%; D = 1%; E = ?; F = 0%; G = 29%

CSc1ccc(CN2CCN(Cc3ccccc3Cl)CC2)cc1
  A = ?; B = 34%; C = 0%; D = -14%; E = ?; F = 6%; G = -16%

O=C(Cc1ccc(-n2cccc2)cc1)N1CCc2ccccc21
  A = 21; B = -14%; C = 1%; D = 3%; E = -12%; F = 3%; G = -4%

COc1ccc(OC)c(NC(=O)N(C)CCc2c(C)nn(C)c2C)c1
  A = 1; B = .; C = .; D = 0%; E = .; F = 11%; G = .

CN(c1ccc(C(=O)NCCSC(C)(C)C)cc1)S(C)(=O)=O
  A = 56; B = -6%; C = 0%; D = -2%; E = ?; F = -7%; G = -9%

COc1ccc(CNC(=O)c2cc(S(=O)(=O)N3CCCC3)cn2C)cc1
  A = -34; B = -9%; C = -1%; D = -5%; E = -17%; F = -6%; G = -2%

COc1ccc(CNC(=O)Nc2nc(C(N)Cc3ccc(C(F)(F)F)cc3)cs2)cc1 (stereo not drawn)
  A = -26; B = .; C = .; D = -6%; E = .; F = .; G = 69%[activator]

CCOC(=O)c1cccc(NC(=O)CS(=O)(=O)Cc2nc(-c3cccc(OC)c3)oc2C)c1
  A = 13; B = 4%; C = 0%; D = 3%; E = ?; F = ?; G = 10%

CCC(C)NC(=O)CSc1nnc(-c2ccncc2)n1-c1ccc(OC)cc1 (stereo not drawn)
  A = 7; B = -4%; C = -1%; D = 1%; E = -1%; F = -14%; G = 7%

CCOc1ccc(CC(=O)Nc2ccc(-c3ccc4nnc(C)n4n3)cc2)cc1
  A = 47; B = 103%[activator]; C = -1%[11.5 µM]; D = -4%; E = -10%; F = -3%; G = -12%

Cc1ccc2c(=O)cc(CSc3ccccc3)[nH]c2c1C
  A = -9; B = .; C = .; D = -1%; E = .; F = 3%; G = .

CCn1cc(C(=O)N2CCN(c3cc(Cl)ccc3C)CC2)c2cc(OC)c(OC)cc2c1=O
  A = -6; B = .; C = .; D = -1%; E = .; F = -1%; G = .

CN(C)C(=O)c1cccc(-c2cnc3c(NC=O)cc(-c4ccc(F)cc4)cn23)c1
  A = 52; B = .; C = .; D = -8%; E = .; F = .; G = 11%

COCCC(=O)N1CCC(Oc2ccc(C(=O)N3CCCC(CCCO)C3)cc2)CC1 (stereo not drawn)
  A = -27; B = 87%[activator]; C = -8%; D = -4%; E = 13%; F = 1%; G = -5%

CCCCOc1ccc(C(=O)NCC(=O)OCC(=O)c2c(N)n(C)c(=O)n(C)c2=O)cc1
  A = -29; B = 172%[activator]; C = .; D = 1%; E = 8%; F = .; G = 1%
